NPSR antag = blocks cAMP signaling of the human neuropeptide S receptor; Q6W5P4; CHO-NPSR cells, cAMP TR-FRET, antagonist mode; Potency, µM (series often up to 38.3 µM), inactives show top-dose activity change, negative = inhibition, usual class: inhibitors; hit rate 1% among 220,000; note: potency is the fitted concentration of half-maximal effect; % is set by controls: 0 for no effect and ±100 for the full control effect; nearly all actives have a fitted effect of over 50% in size; many of its hits are not listed in these tables
Target sequence (Q6W5P4 whole entry, looked up): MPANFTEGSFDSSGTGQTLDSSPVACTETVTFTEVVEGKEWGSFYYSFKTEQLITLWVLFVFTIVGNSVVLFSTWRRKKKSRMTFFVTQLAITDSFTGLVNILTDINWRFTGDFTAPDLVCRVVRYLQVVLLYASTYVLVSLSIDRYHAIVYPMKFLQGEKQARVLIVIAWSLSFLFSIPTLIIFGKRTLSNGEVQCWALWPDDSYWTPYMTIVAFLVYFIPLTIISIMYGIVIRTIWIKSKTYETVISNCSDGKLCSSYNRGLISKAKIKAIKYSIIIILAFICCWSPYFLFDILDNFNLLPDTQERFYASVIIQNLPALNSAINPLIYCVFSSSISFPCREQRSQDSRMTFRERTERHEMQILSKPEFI
KinaseGlo FLuc = Kinase-Glo luciferase inhibition (counter-screen); hit rate 0.28% among 200,000; Potency, µM (doses to about 38.3 µM), without a hit: at the highest dose activity change, negative = inhibition, usual class: inhibitors; Q27757; Kinase-Glo luciferase, ATP luminescence, 8 min; note: potency is the fitted concentration of half-maximal effect; % is set by controls: 0 for no effect and ±100 for the full control effect; nearly all actives have a fitted effect of over 60% in size
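Luminescence was the read-out, taken after 8-minute incubation at ambient temperature. Luciferase turned over luciferin with 10 uM ATP in imidazole pH 7.2 buffer containing KCl, MgCl2, Tween 20 and BSA.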
IMPase Li cell = membrane-permeable IMPase blocker, potentiated with lithium; CHO-M1 cells, IP1 TR-FRET (IP-One), carbachol + lithium; Potency, µM (doses to about 59.4 µM), for inactives: at the top dose activity, negative = IMPase inhibition, usual class: inhibitors; hit rate 0.35% among 210,000;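 note: IP1 builds up when IMPase is blocked and the TR-FRET signal falls; potency is the fitted concentration of half-maximal effect; plate controls were basal vehicle for no effect and high inhibitor control for full effect; nearly all actives have a fitted effect of over 50% in size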
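Lithium-sensitised IP1 accumulation assay; M1-expressing CHO cells treated 30 min at 37C with compound. Competitive antibody detection by time-resolved FRET followed a 10 min room-temperature lysis step.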
LMNA splice mod = changes lamin A minigene splicing in HeLa cells; HeLa LMNA splicing GFP/RFP minigene ratio, 48 h; Potency, µM (top dose mostly 46.1 µM), without a hit: at the highest dose ratio change, negative = inhibition, most hits filed as inhibitors; hit rate 0.01% among 200,000; active = well fitted inhibition curve with a large enough effect in the signal ratio, with a control signal flat, not every such curve was filed as active; inconclusive = small, poorly fitted or top-dose-only effect, or effect the other way, or a change in a side signal; the % refers to the signal ratio; note: potency is the fitted concentration of half-maximal effect; % is set by controls: 0 for no effect and ±100 for the full control effect
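S3 HeLa cells stably expressing lamin A-EGFP splicing minigene plus DsRed2, 600 cells/well, 48 h compound exposure at 37C. Laser-scanning cytometry; analysed as GFP (500-530 nm)/RFP (575-640 nm) total intensity ratio; 0.5% DMSO vehicle.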
CBFb RUNX1 block = inhibitors of human CBF-beta and RUNX1 interaction | AlphaScreen CBFb-His/RUNX1-biotin binding, biochemical | Potency, µM (doses to about 59.8 µM), inactives show top-dose activity, negative = inhibition, hits mostly inhibitors | AID 1477 | 230,000 tested, under 10 active | Q01196+Q13951; note: % of control where 0% means no effect
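Bead-based AlphaScreen assay; binding partners His-tagged CBF-beta and biotinylated RUNX1 at 30 nM each. Compound exposure 15 min after a 20-min protein preincubation; bead step 90 min; all steps at room temperature.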
aGal spleen mod = alpha-galactosidase A (human) modulation; P06280; human spleen homogenate, 4MU-alpha-Gal fluorescence, 40 min; Potency, µM (doses to about 80 µM), for the others: at the highest dose activity change, negative = inhibition, most hits filed as inhibitors; hit rate 0.008% among 240,000; AID 2107;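 note: potency is the fitted concentration of half-maximal effect; 0% = enzyme with vehicle and -100% = no enzyme basal signal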
Target sequence (P06280 32-429 limits assumed): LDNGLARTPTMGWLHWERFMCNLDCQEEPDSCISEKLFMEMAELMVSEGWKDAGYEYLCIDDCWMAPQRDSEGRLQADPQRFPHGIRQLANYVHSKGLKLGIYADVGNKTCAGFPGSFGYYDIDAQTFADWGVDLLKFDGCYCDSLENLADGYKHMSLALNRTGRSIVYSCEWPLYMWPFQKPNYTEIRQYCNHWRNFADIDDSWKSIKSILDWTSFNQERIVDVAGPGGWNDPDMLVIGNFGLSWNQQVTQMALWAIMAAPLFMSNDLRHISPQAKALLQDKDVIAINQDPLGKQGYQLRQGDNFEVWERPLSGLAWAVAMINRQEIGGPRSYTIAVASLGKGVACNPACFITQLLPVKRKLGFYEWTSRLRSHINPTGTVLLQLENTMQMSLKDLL
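Spleen homogenate 1 ug + cpd (titration) + 4-MU-alpha-D-galactopyranoside 1 mM; 37C 40 min; 50 mM citrate/phosphate pH 5.0, 0.01% Tween-20; stop pH 10; fluorescence 365/440; AC50 via Hill.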
Epigenetic derep = epigenetic control regulation, reporter derepression | Potency, µM (series often up to 53.9 µM), for inactives: at the top dose GFP activation, usual class: activators | murine LDR cells, GFP reporter derepression, 30 h | hit rate 0.2% among 280,000; note: potency is the fitted concentration of half-maximal effect; % of control where 0% means no effect; nearly all actives have a fitted effect of over 60% in size
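Murine LDR cells carrying a silenced, genomically integrated CMV-driven GFP reporter were exposed to compound for 30 hours at 37 C. After PBS washes, GFP-positive cells (20–120 um objects) were counted by laser-scanning microplate cytometry.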
* hit, by the source's call; u = inconclusive; x = no result given; & = joins results of further samples; [ ] = remark or other dose. Unless noted, calls come from the whole dose curve; as a rule, active = well fitted curve in the direction sought with a large enough effect; inconclusive = small, poorly fitted or top-dose-only effect, or another doubt; inactive = no such curve, though single readings can be large; an effect the other way counts as inactive or inconclusive. The list is partial. The share of hits here may be higher or lower than overall.

nr | structure | NPSR antag | KinaseGlo FLuc | IMPase Li cell | LMNA splice mod | CBFb RUNX1 block | aGal spleen mod | Epigenetic derep
1 | Cc1noc(COc2ccc(OCc3nc(C)no3)cc2)n1 | 4.8%[46.1 µM] | -1.5% | 6.7%[38.3 µM] | -5.5% | -0.9% | -6.3% | 1.9%
2 | O=C(COC(=O)/C=C/c1ccccc1[N+](=O)[O-])Nc1ccc(OCc2ccccc2)cc1 | -15.6% | 0.0% | 8.7% | -0.9% | -1.1% | -2.2% | 0.0%
3 | CNc1nc(-c2ccc3c(c2)CCN3C(=O)c2ccccc2F)c(C)s1 | 40.4% | -0.3% | 8.2% | x | -3.9% | -6.9% | 0.1%
4 | O=C(O)c1ccc(N=NN2CCCCCC2)cc1 | 4.2% | -2.3% | -10.9% | 0.8% | -1.0% | 4.1% | 0.0%
5 | CC(/C=N/NC(=O)c1cc(-c2ccccc2)nc2ccccc12)=C\c1ccco1 | -7.9% | -0.1% | 5.9% | u | -22.2% | -5.7% | 1.9%
6 | CC1NC(=O)N(C)[C@@H]2NC(=O)N(C)C(c3ccc([N+](=O)[O-])cc3)[C@@H]12 (some centres not stated) | -9.7% | x | -4.6% | x | 3.7% | -1.2% | -0.1%
7 | CC(=O)c1c(N2CCN(C)CC2)nc(=S)n(Cc2ccccc2)c1C | 8.8% | -2.8% | -5.4% | 6.6% | -9.4% | -0.8% | 0.0%
8 | O=C1COc2ccc(OCc3ccc(F)cc3)cc21 | -5.6%[46.1 µM] | -12.1% | 14.7%[38.3 µM] | -0.7% | 2.7% | -9.3% | 3.8%
9 | COC(=O)c1c(C)oc(C)c1S(=O)(=O)Nc1ccc(C(C)C)cc1 | -45.7% | x | x | x | 4.8% | 16.4% | 0.3%
10 | Cc1nc(NCC2CCCO2)nc2c1C(=O)CC(C)C2 (configuration not stated) | -3.3%[46.1 µM] | 0.0% | 7.1%[38.3 µM] | -8.1% | 2.4% | -27.0% | 2.4%
11 | O=C(CCC1CCCC1)N1CCC(N2CCCCCC2)CC1 | 10.4% | -0.8% | 25.3% | -1.1% | 5.3% | -0.5% | -1.9%
12 | CCCCOc1ccc(CN(C)c2ncnc(N)n2)cc1 | -6.2%[46.1 µM] | -1.5% | 1.8% | u | 9.3% | -3.7% | 2.4%
13 | CCOC(=O)C1(CC2CCCCO2)CCN(S(=O)(=O)c2ccccc2)CC1 (configuration not stated) | 15.6% | 0.9% | 12.3% | 0.3%[46 µM] | 7.7% | 5.5% | -4.0%
14 | Cc1nn(C)cc1CN(C)C(=O)c1sc2cccc(Cl)c2c1Cl | -21.0%[46.1 µM] | 10.8% | -22.4%[38.3 µM] | u | 2.7% | -21.0% | -5.5%
15 | O=C(CN1CCN(S(=O)(=O)c2ccc(F)cc2)CC1)Nc1cccc(C(F)(F)F)c1 | -20.2%[46.1 µM] | -1.0% | -6.0%[38.3 µM] | -0.1% | -3.6% | 2.6% | -2.4%
16 | O=C(COc1cccc2ccccc12)NNC(=O)C1CCCO1 (configuration not stated) | 3.2%[46.1 µM] | -3.6% | 4.5%[38.3 µM] | 5.7% | -4.9% | 19.6% | 0.0%
17 | CCc1ccc(OCC(=O)N/N=C2\CC(=O)c3ccccc32)cc1 | 0.5%[46.1 µM] | -2.5% | 28.6%[38.3 µM] | -13.3% | -14.5% | -9.6% | 1.9%
18 | CN1CC=C2C(C#N)=C(N)C(C#N)(C#N)C(c3ccsc3)C2C1 (configuration not stated) | -2.6%[46.1 µM] | -3.3% | -5.0%[38.3 µM] | 1.8% | -3.3% | 28.8% | -0.4%
19 | COc1cc(OC)c(OC)cc1/C=N/NC(=O)c1cnccn1 | 0.0% | 4.2% | -4.7% | 7.9%[46 µM] | -1.5% | 3.9% | 0.1%
20 | Cc1ccc(C)n1-c1ccc(-c2nnco2)cc1 | 4.5%[46.1 µM] | 0.4% | -22.2%[38.3 µM] | u | -5.6% | -9.5% | 0.0%
21 | COC(C[C@H](O)C[C@@H](O)[C@@H](C)OCc1ccccc1)OC | 13.0% | x | x | x | 2.7% | -2.8% | 3.2%
22 | CN(C)C(=O)Cn1nc(-c2ccccc2)c2ccccc2c1=O | -16.2%[46.1 µM] | -2.0% | 2.5%[38.3 µM] | -4.6% | 3.7% | 3.8% | -1.1%
23 | c1ccc(-c2ccccc2OCCN2CCOCC2)cc1 | 15.3% | -0.9% | 6.0% | -11.9% | 0.9% | -3.5% | 0.0%
24 | CC(=O)N1C(=O)C2(Nc3ccccc3N2)c2ccccc21 | -0.4%[46.1 µM] | -3.1% | -0.4%[38.3 µM] | 9.0% | 1.8% | 7.7% | -0.7%
25 | CCN(CC)CCCNC1=C(Cl)C(=O)c2ccccc2C1=O | 53.5% | x | 15.2% | x | -1.4% | 9.6% | -1.2%
26 | Cc1c(C(=O)N2CCCCC2)oc2ccc(S(=O)(=O)N3CC(C)CC(C)C3)cc12 (configuration not stated) | u | x | x | u | 4.5% | 3.0% | 1.0%
27 | COc1ccc2[nH]cc(CCNc3ccnc(-c4ccc(C(=O)N(C)C)cc4)n3)c2c1 | x | x | 14.4% | u | x | 0.2% | x
28 | COc1ccccc1CN1C(=O)c2cccc3cccc(c23)C1=O | -6.4% | -0.6% | 5.8% | -4.9% | 0.0% | -0.5% | 2.1%
29 | COc1cc2nc(N(C)CCCNC(=O)C3CCCO3)nc(N)c2cc1OC (configuration not stated) | 40.4% | -5.7% | 12.0% | 0.7%[46 µM] | 11.2%&6.4% | u | 1.3%&0.0%
30 | O=C(NC(=S)Nc1ccc(N2CCOCC2)c(Cl)c1)C(c1ccccc1)c1ccccc1 | u | -1.4% | -0.4%[38.3 µM] | 4.9% | 5.6% | -12.3% | -0.4%
31 | OC(CSc1c(Cl)cccc1Cl)CN1CCN(c2ccc(F)cc2)CC1 (configuration not stated) | -20.1%[46.1 µM] | 3.5% | 47.0%[activator][38.3 µM] | u | -14.6% | 0.0% | 0.6%
32 | Cc1ccc(NC(=O)C2CCCN(S(=O)(=O)c3c(C)noc3C)C2)cc1 (configuration not stated) | 2.0% | -0.2% | 7.8% | 25.2%[46 µM] | 4.0% | 2.6% | 4.5%&3.0%
33 | COc1ccc(CNC(=O)CSc2nnnn2C)cc1OC | 8.0% | 1.6% | 7.6% | x | 9.6% | 5.2% | -0.5%
34 | O=C(C1CCC(CNc2c(N3CCCCC3)c(=O)c2=O)CC1)N1CCCC1 (configuration not stated) | 2.2% | x | x | x | 6.8% | 0.7% | 0.1%
35 | CN(C(=O)c1ccc(Cl)cc1)C1=CCCCC1CCC#N (configuration not stated) | -22.0%[46.1 µM] | 0.1% | 4.6%[38.3 µM] | 0.5% | 2.1% | -3.7% | 1.0%
36 | O=C(NCc1ccccn1)c1cnc2sccn2c1=O | -0.5%[46.1 µM] | x | x | -2.1% | 3.6% | -3.1% | -1.6%
37 | CCN(CC)CCNC(=O)c1cc(Sc2nnc(C)s2)nc2ccccc12 | 14.5% | -4.1% | 3.6% | -20.4% | -5.0% | -9.2% | -0.9%
38 | O=C(COC(=O)c1ccc2ncsc2c1)NC(=O)c1ccccc1 | -10.9% | -0.2% | -3.4% | -16.6%[46 µM] | -8.4% | -1.2% | 2.6%
39 | FC(F)(F)c1nnc2ccc(-n3ccnc3)nn12 | -6.2%[46.1 µM] | 0.4% | -2.4%[38.3 µM] | -7.3% | -1.3% | -5.7% | -0.2%
40 | COC(=O)C1=C(C)OC(N)=C(C#N)C1C1CCCCC1 (configuration not stated) | 0.7%[46.1 µM] | 1.0% | -2.9%[38.3 µM] | 2.5% | -3.1% | 11.7% | 4.6%
41 | O=C(O)c1ccc2c(=O)[nH]c(CN3CCOCC3)nc2c1 | 1.8%[46.1 µM] | -3.0% | 23.2%[38.3 µM] | -0.2% | -0.7% | -11.2% | -6.7%
42 | COc1cc(C(=O)Nc2ccc(Br)cc2C(=O)c2cc(OC)c(OC)c(OC)c2)cc(OC)c1OC | -1.9%[46.1 µM] | -4.0% | -16.0%[38.3 µM] | u | -1.9% | 1.9% | 1.3%
43 | COc1ccc(C2C(C(=O)c3cccs3)=C(O)C(=O)N2c2nncs2)cc1 (configuration not stated) | 12.6%[46.1 µM] | 1.2% | u | 3.4% | 4.4% | -4.0% | 1.0%
44 | CCCOc1ccc(/C=N/NC(=O)C2CCCN2S(=O)(=O)c2ccc(Cl)cc2)cc1 (configuration not stated) | u | 0.1% | 17.6%[38.3 µM] | 1.1% | -5.8% | -13.8% | 1.2%
45 | O=C(NCCN1CCCC1)C1(S(=O)(=O)c2ccc(Cl)cc2)CC1 | u | -4.6% | 17.4%[38.3 µM] | 17.5% | -10.3% | -16.7% | -2.2%
46 | COc1ccc(C(CC(=O)Nc2ccccc2OC)n2cccc2)cc1 (configuration not stated) | 11.4% | -2.0% | 8.4% | u | -1.0% | 3.4% | -1.1%
47 | Cc1ccccc1OCCCC(=O)Nc1nncs1 | -0.1% | 1.5% | 11.0% | x | -9.3% | -5.5% | 0.0%
48 | O=C(/C=C/c1ccccc1)NC(=S)Nc1ccc(N2CCOCC2)cc1 | -13.1%[46.1 µM] | -5.8% | -0.7%[38.3 µM] | -11.4% | -8.7% | -6.5% | 1.1%
49 | CCOC(=O)c1nnn(-c2nonc2N)c1COc1ccccc1 | -17.4%[46.1 µM] | 0.3% | 21.2%[38.3 µM] | 10.9% | 2.9% | -5.9% | 1.0%
50 | CCOc1ccc(CCNC(=O)c2cc3c(C)nccc3[nH]c2=O)cc1OCC | 20.3% | x | 5.4% | x | 5.3% | 5.4% | -0.3%
51 | COc1ccc(CCn2c(O)c(C=Nc3cccc(F)c3)c(=O)[nH]c2=O)cc1OC | -3.3% | x | x | x | 4.5% | 10.9% | 1.9%
52 | c1ccc2c(-n3ccnc3)nc(-c3ccoc3)nc2c1 | x | 0.5% | 0.0% | u | x | 3.7% | 1.4%
53 | COc1ccc(Cl)cc1N(CC(=O)N1CCC(C)CC1)S(C)(=O)=O | -14.0%[46.1 µM] | 10.9% | 8.5%[38.3 µM] | 0.6% | 3.9% | -6.4% | -0.9%
54 | CC(=O)c1ccc(N2CCN(C(=O)CCCc3nc4ccccc4s3)CC2)cc1 | -10.9% | -2.4% | 11.5% | u | 11.1% | -10.1% | 2.1%
55 | Cc1cc(C(=O)CN2C(=O)NC3(CCCc4ccccc43)C2=O)c(C)n1Cc1ccccc1 (configuration not stated) | -12.5%[46.1 µM] | 4.6% | -1.9%[38.3 µM] | 4.8% | -6.4% | -3.9% | -3.1%
56 | NC1=NC[C@H](Cc2ccc(O)cc2)N1CCC12CC3CC(CC(C3)C1)C2 | -51.9% | x | x | x | 0.7% | 1.5% | 2.5%

Assay outcomes: PubChem BioAssay, National Center for Advancing Translational Sciences (NCATS)
